# GC-A act: GC-A (human) enzyme activation. 370,000 tested, 0.14% active. HEK293 GC-A cells, cGMP TR-FRET, EC30 ANP; 0% at EC30 ANP, 100% saturating ANP. P16066. activation, % at 10 µM; in the data active = activation above about 40%
# SIAE inh: inhibitors of human sialic acid acetylesterase SIAE | AID 1053197 | 370,000 tested, 0.69% active | Q9HAT2 | inhibition, % at 9.66 µM | SIAE FP-Rh probe binding, fluorescence polarization;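 active = inhibition above a cutoff: mean of compounds within the control limits plus 3 SD of those, cut at about 17% in these data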;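 also: 0% = plate median of compound wells and 100% = probe without SIAE protein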
# UHRF1 binding: UHRF1 methyl-DNA binding inhibition; AID 687016; 370,000 tested, 0.75% active; UHRF1 binding to methylated oligo, TR-FRET; Q96T88; inhibition, % at 4.4 µM; in the data active = inhibition above about 21%;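 also: UHRF1 SRA domain binding a hemimethylated CpG hairpin DNA probe; 0% = median of test compound wells and 100% = reference inhibitor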
# PRMT1 FP inh: inhibitors of human PRMT1; Q99873; recombinant PRMT1, activity-based probe fluorescence polarization; inhibition, % at 2.79 µM; 370,000 tested, 1.3% active; AID 652257;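 active = inhibition above about 21% made by adding two undisclosed values, limit read from the data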
# TCR-CD3 inh: blocks the human TCR-CD3 interaction; inhibition, % at 9.4 µM; TAMRA-labeled TCR probe fluorescence, biochemical; 360,000 tested, 0.37% active; in the data active = inhibition above about 19%;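 also: recombinant mutant TCR 2C K166C tagged with TAMRA read by polarization; 0% = receptor in buffer alone and 100% = receptor with positive control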
# NPR2 activator: GC-B (human) receptor activation. HEK293-GC-B cells, CNP EC30, cGMP TR-FRET; 0% at EC30 CNP, 100% saturating CNP. P20594. 370,000 tested, 0.11% active. activation, % at 10 µM;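 active = activation at 10 µM reaching about 35% in either raw or pattern-adjusted values, limit read from the data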
# MBD2 DNA inh: blocks human MBD2 binding to methylated DNA. Q9UBB5. TR-FRET, MBD2 binding to methylated oligonucleotide. inhibition, % at 4.4 µM. 370,000 tested, 0.31% active; in the data active = inhibition above about 13%
# HTRA1 inhibitor: HTRA1 (human) protease inhibition; Q92743; recombinant HTRA1, FP-rhodamine activity-based probe, fluorescence polarization; inhibition, % at 5.96 µM; 340,000 tested, 0.5% active; AID 504803; in the data active = inhibition above about 36%;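 also: 0% = enzyme with DMSO and 100% = wells lacking enzyme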
# ABHD4 inh: ABHD4 (mouse) inhibition, primary FP screen | Q8VD66 | purified mABHD4, FP-Rh probe fluorescence polarization | inhibition, % at 8.92 µM | 370,000 tested, 0.54% active | AID 720543;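 active = inhibition exceeding the mean over every tested compound plus 3 SD, cut at about 30% in these data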;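 also: 0% = plate median of compound wells and 100% = S159A mutant with DMSO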
#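 Assay system: Wild-type mouse ABHD4 protein | Medium: HEPES pH 7.0 buffer, 150 mM NaCl, 0.01% Pluronic F-127 | Incubation: Enzyme–compound pre-incubation 45 min, then probe 60 min, both 25 °C | Technique: Fluorescence polarization with parallel and perpendicular emission, 525/598 nm | Evaluation: % inhibition of FP-Rh probe binding versus controls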
# rCAG binder: r(CAG) repeat RNA binding; TO-PRO-1 dye displacement fluorescence; inhibition, % at 3 µM; 370,000 tested, 1.3% active; AID 651821;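 active = inhibition above the plate cutoff, the mean of all test compounds on that plate plus 3 SD, cut at about 35% in these data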;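 also: 0% = DMSO alone and 100% = 100 µM mitoxantrone as full dye displacement; higher means more dye released from RNA so lower well fluorescence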
# Starred values were filed as active, the others as inactive; · = no result given.
# The line under a structure holds: GC-A act	TCR-CD3 inh	ABHD4 inh	SIAE inh	MBD2 DNA inh	NPR2 activator	UHRF1 binding	HTRA1 inhibitor	PRMT1 FP inh	rCAG binder
1: C[C@H](NS(=O)(=O)c1ccc(Cl)cc1)C(=O)OCC(=O)c1ccc[nH]1
→ 1	-6	-5	-3	1	2	1	38*	8	4
2: CN(CC(=O)Nc1ccccc1C(=O)Nc1ccccc1)C1CCCCC1
→ -2	-2	-1	-4	-4	-4	-1	-12	-1	-1
3: CCOC(=O)c1cc2c(C)n(-c3ccc(C)cc3)c(C)c2ccc1=O
→ 0	5	2	4	1	0	-5	3	2	0
4: COc1ccc(C2=C(Nc3ccc(C)cc3)c3ccccc3C2=O)cc1
→ -1	0	10	-2	2	5	6	7	2	2
5: COc1ccc(F)cc1S(=O)(=O)NCc1ccccc1
→ 2	-6	-14	-2	-3	4	4	-2	1	0
6: CCOC(=O)c1c(C(=O)OCC)c(C)n(N2C(=O)CSC2=S)c1C
→ 4	-8	-57	-23	0	-2	-2	-15	4	10
7: O=C(NCc1ccc(F)c(F)c1)C1CCC(=O)N(CC2CCCCC2)C1 (centres undefined)
→ -1	6	3	4	-1	3	-1	4	-5	-5
8: COC(=O)[C@]12C[C@H](CC(=O)NCc3cccc4ccccc34)C(=O)N(Cc3ccco3)C1=C[C@H](COCc1ccccc1)O[C@@H]2C
→ -6	·	-11	-5	0	0	4	·	0	9
9: O=C(O)Cn1ccnc1
→ 2	-7	10	7	4	3	1	4	3	-1
10: COc1cccc(C(=O)N(Cc2cc3cc(C)ccc3[nH]c2=O)CC2CCCO2)c1 (centres undefined)
→ -1	3	-1	-2	-5	-4	0	0	-2	-5
11: O=C(NNC(=S)NC1CCCCC1)c1ccc(Cl)s1
→ 4	5	2	3	5	0	1	8	10	29
12: CCC1(c2ccc(F)cc2)NC(=O)N(CC(=O)Nc2ccc(C)c(S(=O)(=O)N3CCOCC3)c2)C1=O (centres undefined)
→ -1	-7	-4	-8	10	0	19	-5	3	2
13: COc1ccc(-c2nc(S(=O)(=O)c3ccc(C)cc3)c(N3CCCC3)o2)cc1
→ 1	4	2	-5	0	-1	0	-1	2	-3
14: Cc1c(Br)c(C(=O)NCc2cc3cc(Cl)ccc3[nH]2)nn1C
→ -1	-2	-19	-10	-3	-2	2	-35	2	14
15: O=C(N/C=C/c1ccc(Cl)cc1)NCc1ccc(Cl)cc1
→ -4	10	-14	-4	2	-6	-1	-34	1	10
16: Cc1ccc2occ(/C=N/NC(=O)c3ccc(Cl)cc3)c(=O)c2c1
→ 3	7	7	2	3	-4	1	-5	-1	-1
17: Cc1ccc(NC(=O)CCCC(=O)OC(C)C(=O)c2ccccc2)cc1 (centres undefined)
→ 6	-6	-4	5	2	5	-2	2	0	-8
18: CN1CCN(S(=O)(=O)c2cccc(C(=O)Nc3cccc(S(N)(=O)=O)c3)c2)CC1
→ 2	3	0	-2	0	7	0	-2	-1	2
19: Cc1ccc2cc(S(=O)(=O)NCCCC(=O)O)ccc2c1
→ -2	5	17	-3	-4	-6	-2	2	-2	1
20: Cc1ccc(-c2nc(C3CCCN(S(=O)(=O)c4ccc(Br)s4)C3)no2)cc1 (centres undefined)
→ 1	·	7	3	3	10	2	·	3	6

# The line under a structure holds: GC-A act	TCR-CD3 inh	ABHD4 inh	SIAE inh	MBD2 DNA inh	NPR2 activator	UHRF1 binding	HTRA1 inhibitor	PRMT1 FP inh	rCAG binder
21: CC(C)Sc1nc2ccccc2c(=O)[nH]1
→ 2	4	0	-4	-3	-1	-1	3	-2	0
22: COc1ccc(C(=O)Nc2cc(OC)c(Cl)cc2OC)cc1
→ -4	-1	-3	0	-2	0	1	-1	-2	-1
23: Cc1cc(C)n(-c2nc(SCC(=O)N3CCCC3)c3c4c(sc3n2)CCCC4)n1
→ -9	0	1	-13	-1	2	-1	-9	-2	-1
24: Cc1cccc(CNS(=O)(=O)c2csc(C(N)=O)c2)c1
→ 3	2	-5	9	4	2	-3	4	-4	1
25: COC(=O)C1(C(F)(F)F)N=C2Sc3ccccc3N2C(N2CCOCC2)=N1 (centres undefined)
→ 1	5	6	5	-3	3	0	-2	1	1
26: CCOc1ccc(-c2c(C(=O)N/N=C/c3c[nH]c4ccccc34)nnn2-c2nonc2N)cc1
→ 13	7	-7	10	1	-1	-2	-5	1	15

# Among those listed so far, 13 contain a carbonyl joined to an NH by a bond outside any ring.
# The line under a structure holds: GC-A act	TCR-CD3 inh	ABHD4 inh	SIAE inh	MBD2 DNA inh	NPR2 activator	UHRF1 binding	HTRA1 inhibitor	PRMT1 FP inh	rCAG binder
2: CN(CC(=O)Nc1ccccc1C(=O)Nc1ccccc1)C1CCCCC1
→ -2	-2	-1	-4	-4	-4	-1	-12	-1	-1
7: O=C(NCc1ccc(F)c(F)c1)C1CCC(=O)N(CC2CCCCC2)C1 (centres undefined)
→ -1	6	3	4	-1	3	-1	4	-5	-5
8: COC(=O)[C@]12C[C@H](CC(=O)NCc3cccc4ccccc34)C(=O)N(Cc3ccco3)C1=C[C@H](COCc1ccccc1)O[C@@H]2C
→ -6	·	-11	-5	0	0	4	·	0	9
11: O=C(NNC(=S)NC1CCCCC1)c1ccc(Cl)s1
→ 4	5	2	3	5	0	1	8	10	29
12: CCC1(c2ccc(F)cc2)NC(=O)N(CC(=O)Nc2ccc(C)c(S(=O)(=O)N3CCOCC3)c2)C1=O (centres undefined)
→ -1	-7	-4	-8	10	0	19	-5	3	2
14: Cc1c(Br)c(C(=O)NCc2cc3cc(Cl)ccc3[nH]2)nn1C
→ -1	-2	-19	-10	-3	-2	2	-35	2	14
15: O=C(N/C=C/c1ccc(Cl)cc1)NCc1ccc(Cl)cc1
→ -4	10	-14	-4	2	-6	-1	-34	1	10
16: Cc1ccc2occ(/C=N/NC(=O)c3ccc(Cl)cc3)c(=O)c2c1
→ 3	7	7	2	3	-4	1	-5	-1	-1
17: Cc1ccc(NC(=O)CCCC(=O)OC(C)C(=O)c2ccccc2)cc1 (centres undefined)
→ 6	-6	-4	5	2	5	-2	2	0	-8
18: CN1CCN(S(=O)(=O)c2cccc(C(=O)Nc3cccc(S(N)(=O)=O)c3)c2)CC1
→ 2	3	0	-2	0	7	0	-2	-1	2
22: COc1ccc(C(=O)Nc2cc(OC)c(Cl)cc2OC)cc1
→ -4	-1	-3	0	-2	0	1	-1	-2	-1
24: Cc1cccc(CNS(=O)(=O)c2csc(C(N)=O)c2)c1
→ 3	2	-5	9	4	2	-3	4	-4	1
26: CCOc1ccc(-c2c(C(=O)N/N=C/c3c[nH]c4ccccc34)nnn2-c2nonc2N)cc1
→ 13	7	-7	10	1	-1	-2	-5	1	15

# Reprinted at random: two compounds from above, in no set order.
# The line under a structure holds: GC-A act	TCR-CD3 inh	ABHD4 inh	SIAE inh	MBD2 DNA inh	NPR2 activator	UHRF1 binding	HTRA1 inhibitor	PRMT1 FP inh	rCAG binder
26: CCOc1ccc(-c2c(C(=O)N/N=C/c3c[nH]c4ccccc34)nnn2-c2nonc2N)cc1
→ 13	7	-7	10	1	-1	-2	-5	1	15
24: Cc1cccc(CNS(=O)(=O)c2csc(C(N)=O)c2)c1
→ 3	2	-5	9	4	2	-3	4	-4	1

# Bioassay records as filed in PubChem.

# The list is partial; count on the stated rates, not on these rows.
